SNCA expr inhib: reduces expression of the alpha-synuclein gene | HEK-293 SNCA-luciferase knock-in, luminescence, 24 h | actives 0.17% (n = 140,000) | Potency, µM (titrated, usually from 57.2 µM), for the others: at the highest dose activity change, negative = inhibition, usual class: inhibitors;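 also: potency is read from the fitted curve at half-maximal effect; plate controls were DMSO cells for no effect and cell-free wells for full effect; nearly all actives have a fitted effect of over 45% in size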
3T3 cytotox: NIH 3T3 cell cytotoxicity; actives 4.3% (n = 94,000); AID 1345082; NIH 3T3 viability, CellTiter-Glo ATP luminescence, 48-72 h; Potency, µM (titrated, usually from 96.7 µM), for the others: at the highest dose activity change, negative = cytotoxicity, actives largely listed as inhibitors; also: potency is read from the fitted curve at half-maximal effect; nearly all actives have a fitted effect of over 55% in size
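Cytotoxicity was measured by CellTiter-Glo ATP luminescence after 48 or 72 h compound exposure at 37 °C. Mouse NIH 3T3 fibroblasts were seeded at 400 cells/well and dosed by 23 nL pin transfer.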
SNCA viab count: counter-screen for SNCA expression inhibitors: cell viability | HEK-293-SNCA-luc viability, GF-AFC fluorescence, 24 h | AID 1671193 | Potency, µM (highest dose often 57.1 µM), without a hit: at the top dose activity change, negative = cytotoxicity, most hits filed as cytotoxic | actives 0.12% (n = 150,000);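 also: potency is read from the fitted curve at half-maximal effect; 0% = DMSO-treated cells and -100% = medium-only wells without cells; nearly all actives have a fitted effect of over 30% in size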
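HEK-293-SNCA-luc cells (1500/well) plated 24 h, then exposed 24 h to a dilution series; GF-AFC added 30 min at 37C, fluorescence 405/540 nm; normalised to medium-only and DMSO wells, Hill fit.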
FLuc inh: blocks purified firefly luciferase enzyme activity; P08659; purified P. pyralis luciferase, luminescence, biochemical; Potency, µM (highest dose often 115 µM), for the others: at the highest dose activity change, negative = inhibition, actives largely listed as inhibitors; actives 2.5% (n = 76,000); AID 1347043; also: potency is read from the fitted curve at half-maximal effect; nearly all actives have a fitted effect of over 65% in size
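Cell-free enzyme assay, 10nM P. pyralis luciferase, luciferin and ATP each at 10uM. Inhibition profiled over a 6-point titration, read as luminescence.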
HEK cytotox: kills HEK 293 cells; AID 1345083; actives 6.6% (n = 94,000); HEK 293 viability, ATP luminescence (CellTiter-Glo), 48-72 h; Potency, µM (series often up to 115 µM), for inactives: top-dose activity change, negative = cytotoxicity, hits mostly inhibitors; also: potency is read from the fitted curve at half-maximal effect; nearly all actives have a fitted effect of over 60% in size
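250 HEK 293 cells/well; compound by pintool; incubated 48 or 72 hr at 37 degree Celsius; CellTiter-Glo added, 10 min RT, luminescence imaged.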
IP6K1 inh: blocks human inositol hexakisphosphate kinase 1. IP6K1 kinase, ADP-Glo luminescence, 2 h; hits give low values. activity change, % (series mostly up to about 58 µM). actives 0.81% (n = 140,000). AID 1645851; in the data active = activity change below about -25%
Target sequence (Q92551 whole entry, looked up): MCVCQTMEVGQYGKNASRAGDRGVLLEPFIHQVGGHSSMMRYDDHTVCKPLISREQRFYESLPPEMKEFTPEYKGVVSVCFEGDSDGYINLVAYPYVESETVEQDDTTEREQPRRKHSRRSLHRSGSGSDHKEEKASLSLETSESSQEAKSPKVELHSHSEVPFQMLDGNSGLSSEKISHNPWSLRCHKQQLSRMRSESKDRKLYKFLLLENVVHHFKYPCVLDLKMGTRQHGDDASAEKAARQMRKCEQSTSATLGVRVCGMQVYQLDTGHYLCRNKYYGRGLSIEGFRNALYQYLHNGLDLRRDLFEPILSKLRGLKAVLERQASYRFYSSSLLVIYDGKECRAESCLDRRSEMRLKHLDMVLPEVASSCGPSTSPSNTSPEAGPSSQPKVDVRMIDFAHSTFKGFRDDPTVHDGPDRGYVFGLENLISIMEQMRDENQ
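ADP-Glo luminescence measures ADP made by human IP6K1 during a 2 h RT reaction with ATP/IP6 (mix at 1.3 mM/130 uM); top library doses 57.5 and 19.1 uM final.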
GPT2 inhibitor: blocks human glutamate pyruvate transaminase 2 | Q8TD30 | Recombinant GPT2, coupled pyruvate oxidase/HRP Amplex Red fluorescence | Potency, µM (doses to about 57.7 µM), for inactives: at the highest dose activity change, negative = inhibition, actives largely listed as inhibitors | actives 0.25% (n = 100,000); also: potency is read from the fitted curve at half-maximal effect; nearly all actives have a fitted effect of over 60% in size; many of its hits are not listed in these tables
Target sequence (Q8TD30 whole entry, looked up): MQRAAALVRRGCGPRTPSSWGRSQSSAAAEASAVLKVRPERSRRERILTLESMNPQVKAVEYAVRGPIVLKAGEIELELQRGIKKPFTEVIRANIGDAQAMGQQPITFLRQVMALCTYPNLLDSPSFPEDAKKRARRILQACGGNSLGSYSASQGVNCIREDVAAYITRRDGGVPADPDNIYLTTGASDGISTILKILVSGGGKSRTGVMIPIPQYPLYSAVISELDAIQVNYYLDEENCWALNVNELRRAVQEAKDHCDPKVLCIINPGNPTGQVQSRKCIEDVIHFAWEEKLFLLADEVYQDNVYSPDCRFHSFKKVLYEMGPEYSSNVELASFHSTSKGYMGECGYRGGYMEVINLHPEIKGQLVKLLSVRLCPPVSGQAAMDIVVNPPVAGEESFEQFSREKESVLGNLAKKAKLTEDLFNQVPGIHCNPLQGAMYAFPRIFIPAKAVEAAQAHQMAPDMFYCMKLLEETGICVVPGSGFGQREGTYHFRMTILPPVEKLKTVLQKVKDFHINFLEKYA
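Fluorescence read-out: pyruvate from GPT2 turnover coupled to pyruvate oxidase, HRP and Amplex Red (0.2mM ThPP, 0.2U/mL PO and HRP, 50uM Amplex final). Substrates 250uM a-KG, 2mM L-alanine; enzyme 10ng/uL; 30 min RT.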
* marks the source's active call; other numbers are inactive results; i = inactive; ? = inconclusive; / = no result given; [ ] = another dose, or the depositor's remark. Unless noted, calls follow the shape of the dose curve; as a rule, active = well fitted curve in the direction sought with a large enough effect; inconclusive = small, poorly fitted or top-dose-only effect, or another doubt; inactive = no such curve, though single readings can be large; an effect the other way counts as inactive or inconclusive. Unless noted, % is scaled to controls: 0 for no effect and ±100 for the full control effect.

SMILES	SNCA expr inhib	3T3 cytotox	SNCA viab count	FLuc inh	HEK cytotox	IP6K1 inh	GPT2 inhibitor
COc1ccccc1-c1ccc2ncc(Nc3ccc(CCO)cc3)n2n1	8%[87.6 µM]	?	5%[87.6 µM]	?	?	-13	?
COc1ccc(CNC(=O)CN2C(=O)CSc3ccc(S(=O)(=O)N(C)C)cc32)cc1	26%	/	-8%	/	/	17	/
O=C(NCC(F)(F)F)C1CCCN(c2nc3ncccc3o2)C1 (configuration not stated)	16%[87.6 µM]	i	3%[87.6 µM]	-8%[172 µM]	-7%[172 µM]	10	?
O=S(=O)(c1ccc(Cl)cc1)N1CCN(c2ccnc3cc(Cl)ccc23)CC1	/	/	-30%	/	/	22	-6%
Cc1cc(C(=O)N2CCCC3(CNS(=O)(=O)c4cccnc4O3)C2)no1 (configuration not stated)	6%	i	1%	/	i	6	2%
O=C(c1ccc(C(F)(F)F)cc1)N1CCCC(C(=O)N2CCC(N3Cc4cccn4C3=O)CC2)C1 (configuration not stated)	1%	-16%	1%	/	?	-18	-7%
CN(C)c1nc(NC2CC(c3cc(=O)[nH]c(C4CC4)n3)C2)ncc1F (configuration not stated)	-25%	?	-13%	6%	?	15	i
CCCCSc1ncc(CN2CCCC2c2ccc(C(N)=O)s2)cn1 (configuration not stated)	-9%	-10%	-8%	3%	?	8	?
COCCN1C(=O)CS(=O)(=O)C12CCN(C(=O)c1ccc3c(c1)OCO3)CC2	8%	-29%	?	-10%	-5%	-19	i
COc1cc(CN2CCC3(CC2)[C@H](O)C[C@@H]3OCCN)cc(OC)c1	31%[activator]	?	-3%	3%	-22%	-6	1%
CN1CC2(CCCN(C(=O)c3ccc(OC(F)F)cc3)CC2)OC1=O (configuration not stated)	8%	2%	-3%	11%	i	10	-2%
O=S(=O)(NCC1CCOCC1)c1ccc(F)c(F)c1	-20%	3%	-8%	-4%	3%	1	5%
COc1ccccc1-c1cc(C(=O)N2CCOCC2)nn2cccc12	-23%	-7%	3%	/	-12%	7	3%
O=C(c1cccnc1)N1CC[C@H](c2nnc(-c3cccnc3)o2)C1	2%[87.6 µM]	i	3%[87.6 µM]	2%[172 µM]	-10%[172 µM]	-5	i
COCCOC1CCN(C(=O)NCc2ccc(C)cc2)CC1	5%	-15%	15%[12.5 µM]	-23%	1%	11	i
COc1ccc(NS(=O)(=O)c2ccc(NS(=O)(=O)c3ccc4c(c3)OCCO4)cc2)cc1	1%	/	3%	/	/	21	/
COc1ccc(NC(=O)CSc2nccn2C2CCCC2)cc1OC	18%	/	-17%	/	/	22	/
Fc1ccc(OC2CN(Cc3cccc4ccccc34)C2)cc1F	-11%	?	3%	/	?	-1	-2%
COc1ccc(N2CCN(C(=O)Cc3coc4ccc(C)cc34)CC2)cc1	-21%	/	11%	/	/	-1	/
CC(C)CN1CCOC[C@H](Oc2ccccc2)C1	-21%[87.6 µM]	i	11%[87.6 µM]	3%[230 µM]	i	-8	-4%[88.5 µM]
CN[C@H](C(=O)N[C@@H]1C=C(C(=O)N[C@H](Cc2c[nH]c3ccccc23)C(N)=O)C[C@@H](O)[C@@H]1O)C(C)C	-13%	-3%	4%	-7%	2%	-10	i
COc1ccccc1Nc1ccnc(N2CCN(C(=O)NC3CCCC3)CC2)n1	-22%	32µM*	-17%	/	45µM*	12	i
CCc1nc2c(c(-c3ccc(O)cc3)n1)CN(Cc1ccccc1OC)CC2	-10%	?	11%	4%	45µM*	-1	-3%
CCC(=O)N1c2ccccc2CC1C(=O)NCc1ccccc1C (configuration not stated)	1%	/	-1%	/	/	14	/
O=C(NCc1cccnc1Oc1cccc(C(F)(F)F)c1)c1cccs1	-13%	?	3%	5%	?	-5	-4%
SMILES	SNCA expr inhib	3T3 cytotox	SNCA viab count	FLuc inh	HEK cytotox	IP6K1 inh	GPT2 inhibitor
COc1ccc(NC(=O)C(NC(=O)Cc2cccs2)c2ccc(OC)cc2)cc1 (configuration not stated)	-2%	/	11%	/	/	19	/
COc1ccc(C(=O)N2CCC3(CC2)NC(=O)N(c2cccc(F)c2)N3)cc1F	-24%	?	-10%	6%	?	-13	?
CN(C)Cc1cc(CC2(NCc3cc4ccccc4o3)COC2)no1	-12%[87.6 µM]	i	-1%[87.6 µM]	13%[172 µM]	3%[172 µM]	2	3%[88.5 µM]
O=C1CCN(C(=O)c2ccsc2)CCCC(c2nc(-c3cccnc3)no2)CCN1 (configuration not stated)	2%	-11%	1%	-13%	-11%	17	i
O=C(c1ccccc1)c1c(O)cc(O)cc1O[C@@H]1O[C@H](CO)[C@@H](O)[C@H](O)[C@H]1O	/	/	4%	/	/	27	-12%[27.3 µM]
COc1ccc(C2Cn3cnc(C(=O)N4CCC(C(=O)NC(C)c5ccccc5)CC4)c3CO2)cc1 (configuration not stated)	?	1%	-6%	-17%	-2%	3	i
O=C(c1ccccc1F)N1CCC(Oc2cccnc2)C1 (configuration not stated)	6%	1%	10%	11%	11%	-7	i
O=C(C1CCC1)N1CCC(n2cnnc2C2CC2)CC1	-7%	-10%	3%	-8%	-4%	4	-1%
CCC(c1cccs1)N1C(=O)[C@H]2CN(S(=O)(=O)c3cc(F)ccc3F)C[C@H]2C1=O (some centres not stated)	10%	-23%	-3%	17%	-23%	-1	2%
COc1ccccc1-c1cnc2n[nH]c(-c3sccc3C)c2n1	0%[87.6 µM]	?	11%[87.6 µM]	-16%[172 µM]	89µM*	36	-25%[88.5 µM]
COc1cc(-c2cc(OC)c3c(C)oc(C)c3c(=O)c2)ccc1OC(=O)c1ccccc1Cl	-17%	/	-23%	/	/	5	/
Cc1cccc(C(=O)N2CCC3(CC2)CC(N(Cc2ccc(F)cc2)C2CC2)CCO3)c1 (configuration not stated)	-1%	?	-5%	22%	?	11	i
O=C(CCc1conc1-c1cccc(F)c1)NCc1ccc(Cl)cc1	-29%	-26%	-1%	-3%	?	7	i
O=C(C1CCC1)N1CCN(C2CCN(Cc3ccccn3)C2=O)CC1 (configuration not stated)	23%	-19%	2%	-4%	-4%	26	-3%
Cc1ncc(CC(=O)NCC2CCN(c3cnn(C)c(=O)c3)C2)c(=O)[nH]1 (configuration not stated)	1%	-1%	4%	7%	-5%	6	?
CCCCn1c(NCc2ccc(N(C)C)cc2)nc2ccccc21	?	/	-16%	/	/	-8	/
CC(=O)N1CCN(c2csc3ccc(F)cc3c2=O)CC1	3%	/	-1%	/	/	-15	/
CN(Cc1cccnc1)c1nc2c(c(=O)[nH]1)CCN(Cc1cccnc1)CC2	-4%	-6%	16%	-6%	1%	0	i
COc1ccc(CCNC(=O)c2cc(Nc3ccccc3)nc3ccccc23)cc1OC	-19%	/	?	/	/	-5	/
COc1cccc(C(=O)Nc2c3c(nn2-c2ccc(C)cc2C)CS(=O)(=O)C3)c1OC	16%	/	-2%	/	/	17	/
CC1Oc2ccc(NC(=O)c3ccc(Cl)cc3)cc2CN(C(C)C)C1=O (configuration not stated)	0%	40µM*	12%	-18%	?	-1	i
CC(C)(C)CC(=O)N1CCC(N2C(=O)CCC2C(=O)NCc2cccnc2)CC1 (configuration not stated)	-23%	-6%	-29%	-8%	-7%	-2	i
Cc1occc(=O)c1O[C@@H]1O[C@H](CO)[C@@H](O)[C@H](O)[C@H]1O	/	/	-6%	/	/	-1	3%
CCc1c(C)sc2c1CCN(C(=O)Nc1ccccc1Cl)C2c1ccc(OC)cc1 (configuration not stated)	-22%	/	24%	/	/	7	/
O=C(Cc1cccc(Cl)c1)NC1CN(c2ccnc3ccnn23)C1	8%	?	-3%	/	-19%	-6	i

14 entries from above, bar-delimited:
structure | SNCA expr inhib | 3T3 cytotox | SNCA viab count | FLuc inh | HEK cytotox | IP6K1 inh | GPT2 inhibitor
Cc1cccc(C(=O)N2CCC3(CC2)CC(N(Cc2ccc(F)cc2)C2CC2)CCO3)c1 (configuration not stated) | -1% | ? | -5% | 22% | ? | 11 | i
O=C(CCc1conc1-c1cccc(F)c1)NCc1ccc(Cl)cc1 | -29% | -26% | -1% | -3% | ? | 7 | i
O=C(C1CCC1)N1CCN(C2CCN(Cc3ccccn3)C2=O)CC1 (configuration not stated) | 23% | -19% | 2% | -4% | -4% | 26 | -3%
Cc1ncc(CC(=O)NCC2CCN(c3cnn(C)c(=O)c3)C2)c(=O)[nH]1 (configuration not stated) | 1% | -1% | 4% | 7% | -5% | 6 | ?
CCCCn1c(NCc2ccc(N(C)C)cc2)nc2ccccc21 | ? | / | -16% | / | / | -8 | /
CC(=O)N1CCN(c2csc3ccc(F)cc3c2=O)CC1 | 3% | / | -1% | / | / | -15 | /
CN(Cc1cccnc1)c1nc2c(c(=O)[nH]1)CCN(Cc1cccnc1)CC2 | -4% | -6% | 16% | -6% | 1% | 0 | i
COc1ccc(CCNC(=O)c2cc(Nc3ccccc3)nc3ccccc23)cc1OC | -19% | / | ? | / | / | -5 | /
COc1cccc(C(=O)Nc2c3c(nn2-c2ccc(C)cc2C)CS(=O)(=O)C3)c1OC | 16% | / | -2% | / | / | 17 | /
CC1Oc2ccc(NC(=O)c3ccc(Cl)cc3)cc2CN(C(C)C)C1=O (configuration not stated) | 0% | 40µM* | 12% | -18% | ? | -1 | i
CC(C)(C)CC(=O)N1CCC(N2C(=O)CCC2C(=O)NCc2cccnc2)CC1 (configuration not stated) | -23% | -6% | -29% | -8% | -7% | -2 | i
Cc1occc(=O)c1O[C@@H]1O[C@H](CO)[C@@H](O)[C@H](O)[C@H]1O | / | / | -6% | / | / | -1 | 3%
CCc1c(C)sc2c1CCN(C(=O)Nc1ccccc1Cl)C2c1ccc(OC)cc1 (configuration not stated) | -22% | / | 24% | / | / | 7 | /
O=C(Cc1cccc(Cl)c1)NC1CN(c2ccnc3ccnn23)C1 | 8% | ? | -3% | / | -19% | -6 | i

Next section:
SMILES	SNCA expr inhib	3T3 cytotox	SNCA viab count	FLuc inh	HEK cytotox	IP6K1 inh	GPT2 inhibitor
CC(C)=CCN1CCC2(CCC(CNc3ncncn3)O2)CC1 (configuration not stated)	15%	-2%	5%	13%	-16%	-3	i
COc1cc(OC)c(NC(=O)c2cc(C)nc3c2c(C)nn3-c2ccc(C)cc2)cc1Cl	-10%	/	-5%	/	/	11	/
Cc1ncc(CO)c2c1Oc1nc(-c3ccccc3Cl)nc(SCc3ccccc3F)c1C2	-25%	/	1%	/	/	13	/
CSc1cccc(NC(=O)C2CCN(S(=O)(=O)c3ccc4[nH]c(=O)ccc4c3)CC2)c1	23%	/	12%	/	/	-10	/
CCc1noc(-c2ccn3c(CNC(=O)Cc4c[nH]c5ccccc45)nnc3c2)n1	0%	-17%	-7%	-9%	i	13	?
CCC1(C(=O)Nc2ccc(C(C)C)cc2)CCCCC(=O)N1 (configuration not stated)	-1%	i	-1%	-7%	0%	2	i

Compounds were not picked by outcome; overall some 7.7% were active at least once.
